High-throughput results: PubChem BioAssay, several laboratories
Measles CPE: protection of cells from measles virus; Measles virus-infected cells, CPE protection, absorbance; protection (pct of control), % at 4 µM; 140,000 tested, 1.5% active; AID 841; in the data active means protection mostly above about 24%, no sharp cut-off; inactive means mostly below about 26%; further: some compounds called inactive have numbers as strong as hits
BB579 growth dn: yeast BB579 growth reduction in restrictive medium. S. cerevisiae BB579 growth, OD615, 48 h. 140,000 tested, 0.51% active. inhibition, % at 10 µM;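 active means inhibition above a set limit, 3 SD over the mean compound inhibition, cut at about 44% in these data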; further: inactives centre near -24
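System: Saccharomyces cerevisiae DeaD strain BB579, replicative lifespan model yeast. Buffer or medium: restrictive glucose-based CSMM-D medium. Doses: one dose, 10 µM compound with 0.25% DMSO. Timing: 4 h preincubation and 48 h exposure at 30 °C. Detection: turbidity as optical density at 615 nm. Benchmarks: amphotericin B 10 µg/mL, positive.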
Phagocyt inh: inhibitors of macrophage phagocytosis; J774A.1 macrophage IgG-bead phagocytosis, imaging; inhibition, % at 5 µM; 110,000 tested, 0.07% active;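 active means inhibition above the mean of the plate negative controls plus 5 SD, cut at about 13% in these data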;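 further: phagocytic index as fraction of beads internalized from green versus red external bead signal; plate controls were DMSO negative control for no effect and cytochalasin-D positive control for full effect; some results beyond the cut were filed as inactive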
Yeast life ext: extends the lifespan of yeast | S. cerevisiae growth with nicotinamide, OD615; deaD strain in restrictive glucose medium | inhibition of the nicotinamide effect, % at 10 µM | 130,000 tested, 0.68% active | AID 775;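 active means inhibition above a set limit, placed 3 SD over the median of all compounds, cut at about 26% in these data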;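 further: 0% = nicotinamide-treated wells and 100% = cells grown without nicotinamide; some compounds called inactive have numbers as strong as hits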
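Test system: DeaD-strain S. cerevisiae / Buffer or medium: restrictive glucose medium / Also added: nicotinamide 1.5 mM / Doses: one concentration, 10 µM, DMSO 0.25% / Schedule: 48 h at 30 °C / Signal: OD615 measurement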
GALR2 antag: GALR2 (human) receptor antagonism. O43603. GALR2-expressing cells, antagonist mode. inhibition, % at 4 µM. 140,000 tested, 0.39% active. AID 828; in the data active means inhibition above about 27%;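 further: cells stimulated with galanin 1-16 at roughly its EC80; 0% = agonist challenge control and 100% = basal control without agonist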
Target sequence (O43603 whole entry, looked up): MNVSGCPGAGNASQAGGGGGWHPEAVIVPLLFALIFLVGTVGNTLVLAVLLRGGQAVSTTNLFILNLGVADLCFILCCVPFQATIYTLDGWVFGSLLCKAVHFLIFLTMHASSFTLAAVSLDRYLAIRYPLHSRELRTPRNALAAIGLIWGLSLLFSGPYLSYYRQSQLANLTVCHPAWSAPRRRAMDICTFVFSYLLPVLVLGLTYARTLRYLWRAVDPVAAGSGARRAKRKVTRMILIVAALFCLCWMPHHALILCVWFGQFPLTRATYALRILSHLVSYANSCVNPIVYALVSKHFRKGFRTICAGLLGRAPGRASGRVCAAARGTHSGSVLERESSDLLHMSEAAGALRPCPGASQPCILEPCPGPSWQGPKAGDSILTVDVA
MRP1 act: activators of MRP-1; H69AR cells + doxorubicin, viability rescue, CellTiter-Glo; 140,000 tested, 0.61% active; viability increase, % at 10 µM;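 active means viability gain under doxorubicin at or above a set limit, the compound median plus 3 SD, cut at about 4.7% in these data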;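 further: MRP-1 overexpressing cells given doxorubicin 25 µM after compound pretreatment; 18-22 h compound pretreatment then 72 h with doxorubicin before readout; 0% = doxorubicin-only wells and 100% = vehicle-treated cells without doxorubicin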
E-sel TNF inh: TNF alpha driven E-selectin expression inhibition | 120,000 tested, 0.71% active | AID 1246 | inhibition, % at 2 µM | HUVEC TNFa-induced E-selectin immunofluorescence, high content;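 active means inhibition above the batch mean plus 3 SD, and confirmed as a hit on visual image review, cut at about 43% in these data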;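 further: 0% = TNF-stimulated DMSO wells and 100% = unstimulated control wells; not every result past the cut was called active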
HCT116 PTEN-null: growth suppressors of cells with PTEN tumor suppressor deletion | HCT116 PTEN-null viability, CellTiter-Glo, 60 h; hits give low values | viability, % at 10 µM | 140,000 tested, 1.2% active;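 active means viability at or below a set limit, 4 SD under the median of all tested compounds, cut at about 3.7% in these data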;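 further: PTEN knockout HCT116 line with beta catenin targeted HCT116 as companion control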
bCat KO growth: beta-catenin-lacking colon tumor cell growth suppression; HCT116 beta-catenin knockout viability, CellTiter-Glo, 60 h; hits give low values; viability, % at 10 µM; 140,000 tested, 1.5% active;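 active means viability at or under a set limit, the compound median less 4 SD, cut at about 6% in these data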;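 further: 0% = Hyamine 1622 control at 20 µM and 100% = untreated cell control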
NPY-Y2 antag: NPY-Y2 (human) receptor antagonism; P49146; NPY-Y2 expressing cells, antagonist mode; inhibition, % at 2.7 µM; 140,000 tested, 0.99% active; in the data active means inhibition above about 17%;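 further: 0% = vehicle with agonist challenge and 100% = reference antagonist with challenge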
Target sequence (P49146 whole entry, looked up): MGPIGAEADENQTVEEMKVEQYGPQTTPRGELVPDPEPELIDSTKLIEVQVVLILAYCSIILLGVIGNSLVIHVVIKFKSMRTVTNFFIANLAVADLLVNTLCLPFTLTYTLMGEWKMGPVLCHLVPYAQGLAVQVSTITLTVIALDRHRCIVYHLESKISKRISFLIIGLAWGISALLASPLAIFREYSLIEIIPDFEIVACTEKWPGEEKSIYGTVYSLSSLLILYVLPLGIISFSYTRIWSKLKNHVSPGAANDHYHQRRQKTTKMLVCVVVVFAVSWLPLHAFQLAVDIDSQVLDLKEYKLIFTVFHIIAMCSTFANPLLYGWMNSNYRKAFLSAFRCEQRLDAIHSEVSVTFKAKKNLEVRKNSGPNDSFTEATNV
Active calls of the source: *; . = no result given.

smiles	NPY-Y2 antag	GALR2 antag	HCT116 PTEN-null	bCat KO growth	Yeast life ext	Measles CPE	E-sel TNF inh	Phagocyt inh	MRP1 act	BB579 growth dn
Cc1cc2c(cc1C)N(C(=O)CSc1nncn1C)C(C)(C)c1ssc(=S)c1-2	-2	4	95	90	.	5	-9	.	-3.2	-35
CCSc1nnc(-c2ccccc2NC(=O)CC)c(=O)[nH]1	1	-4	103	99	-3	9	18	-1	-1.8	-30
CCCNC(=O)CCn1c(-c2ccc(C)cc2)cc(C(=O)OCC)c1C	5	-3	92	91	-3	0	-15	-2	-2.0	-18
O=C(NCc1ccccc1)N1CCC(n2cnc3cc(F)ccc32)CC1	1	-18	88	102	-11	6	.	0	-2.6	-33
Cc1ccc(OCC(=O)N/N=C\c2ccco2)c(C)c1	-1	-2	88	89	-21	5	0	.	1.0	-47
CC(C)CC(=O)N1CCN(CC2CC=CCC2)CC1 (centres undefined)	0	2	94	88	.	8	16	.	-1.1	-45
O=C(NC1=C(Nc2ccc(F)cc2)C(=O)c2ccccc2C1=O)c1ccc(Cl)cc1	-8	12	60	49	0	3	.	-8	-2.9	-14
Cc1nn(-c2ccccc2)c(Cl)c1/C=N/NC(=O)OC(C)(C)C	5	1	64	70	-7	6	.	1	1.2	-1
O=C(NCCCCc1ccccc1)c1ccc(Br)o1	9	8	95	87	.	8	30	.	-0.4	3
COc1ccc(OCC(=O)Nc2ccc(S(=O)(=O)Nc3cc(C)nc(C)n3)cc2)cc1	0	6	117	106	-8	7	.	0	0.2	-79
Cc1nnc2c(-c3ccccc3)nc3ccccc3n12	1	2	95	106	-30	14	25	-2	-2.6	2
COC(=O)c1ccc(NC(=O)CSc2nncn2C)cc1	-1	2	88	93	2	18	-2	-5	-2.0	29
Cc1ccc(C)c2[nH]c(=O)c(CCNC(=O)Cc3cccs3)cc12	2	3	94	107	2	7	-8	.	-1.6	-30
C=COCCNC(=O)Nc1ccc(Cl)c(Cl)c1	9	11	79	83	-9	14	-6	.	-0.8	-12
O=C(c1ccc(N2CCCCC2)c([N+](=O)[O-])c1)N1CCOCC1	1	1	88	98	-16	4	-3	4	-2.5	4
Cc1cc(Cl)c(S(=O)(=O)N2CCCC2)cc1OCC(=O)NC1CCCCC1	2	0	55	51	-4	5	13	-1	1.5	-1
CCCOc1cccc(C(=O)N(Cc2ccco2)C2CCS(=O)(=O)C2)c1 (centres undefined)	2	-6	107	97	-5	28	-13	.	-3.1	4
COC(=O)c1cn[nH]c1NC(=S)Nc1ccc(Cl)c(Cl)c1	1	5	80	90	-6	8	-9	2	2.6	-22
Cc1cc(C)cc(NC(=O)CC2NCCNC2=O)c1 (centres undefined)	-3	-19	97	97	10	1	.	0	-1.9	-41
CCOC(=O)N1CCN(C(=O)CCN2C(=O)COc3ccc(C)cc32)CC1	1	2	98	102	-7	14	-14	-2	-1.2	-5
CC(=O)NCCCc1nc2ccccc2n1Cc1ccc(C)cc1	5	3	103	97	-6	5	-10	-1	-0.1	-52
NC(=O)c1ccsc1NC(=O)C1CCCN1S(=O)(=O)c1ccc(Cl)cc1 (centres undefined)	1	0	102	97	-8	7	15	-3	-1.9	-63
CS(=O)(=O)n1nc(C(=O)N2CCOCC2)nc1N	-3	-6	97	96	1	12	19	-3	0.2	-15
Cn1c(CN2CCCCC2)c(C#N)c2ccccc21	2	-10	81	74	3	17	-6	0	-3.0	-13
Cc1cccc(C2NC(=O)c3c(sc(C)c3C)N2)c1O (centres undefined)	0	0	88	93	-30	26	-4	.	-4.9	-2
COc1cc(/C=C/C(=O)N(C)c2ccccc2C(=O)O)cc(OC)c1OC	2	12	98	102	-7	4	-35	.	-0.8	-2
COc1cccc(NC(=O)c2oc3ccccc3c2NC(=O)c2ccc3c(c2)OCO3)c1	3	1	61	69	-13	4	15	.	5.0*	-42
Cc1cccc2c1[nH]c1nc(N/N=C\c3ccco3)nnc12	1	5	110	99	-10	11	.	1	-0.6	-80
COc1ccccc1N1CCN(c2nnc(-c3ccc(F)cc3)c3ccccc23)CC1	0	-4	66	88	-22	8	-5	-2	-5.2	-4
O=S1(=O)N=C(N2CCOCC2)c2ccccc21	1	-7	100	88	-1	14	.	0	-0.6	-52
CCOP(=O)(OCC)c1nc(-c2cccc3ccccc23)oc1NCCc1ccc(OC)cc1	5	-8	83	86	4	5	-15	-4	1.1	-18
C=CCNC(=O)NC(=S)c1ccccc1	2	-5	81	80	-28	5	-25	-1	-3.9	-9
COc1ccc(CCN2C(=O)CS/C2=N\NC(=O)c2ccc(C(C)(C)C)cc2)cc1OC	1	8	78	84	3	8	.	.	1.1	-38
CCOC(=O)c1[nH]c2ccccc2c1NC(=S)Nc1cc(C)ccc1C	-2	18	84	71	-1	10	-1	.	-3.0	-4
Cn1c(=O)c2[nH]c(CNCc3ccccc3Cl)nc2n(C)c1=O	4	-9	90	94	-8	10	-9	-1	-1.7	-13
COC(=O)c1cc(C(=O)Nc2nnc(CC(C)(C)C)s2)cc([N+](=O)[O-])c1	1	1	93	99	-6	7	.	-6	-1.2	2
CCOC(=O)c1c(C)[nH]c(C)c1C(=O)COC(=O)c1ccc(S(=O)(=O)N(CC)CC)cc1	-1	-4	86	93	-13	51*	-9	5	-1.6	-38
Cc1ccc(OCc2nnc(SCc3ccc(C#N)cc3)n2-c2ccc(C)cc2)cc1	4	-9	62	62	1	3	-13	1	-3.2	-29
COCCCNS(=O)(=O)c1ccc(OC)c(Cl)c1Cl	6	6	100	96	-2	0	-1	2	0.4	-40
CCOC(=O)c1c(NC(=O)CSc2nnc(C)s2)sc2c1CCN(C)C2	12	2	89	90	-7	3	-2	-1	-2.4	-20
CCCCC(=O)Nc1nn(CC(C)C)c2nc3ccccc3cc12	6	-2	88	113	-12	1	-11	0	-2.2	-55
COc1ccc(CCNC(=O)c2cccnc2)cc1	3	-15	112	106	-12	11	-1	0	0.1	-54
Cc1cccc(Nc2ccccc2C(=O)NCc2ccco2)c1C	5	16	40	52	-18	3	-53	-1	-5.2	-24
COc1ccc2cc(CN(Cc3cccnc3)S(=O)(=O)c3ccccc3)c(=O)[nH]c2c1	-1	8	93	91	-28	4	13	0	-4.3	-41
O=C(Nc1ccccc1)NC1(C(=O)N2CCN(c3ncccn3)CC2)CCCCC1	3	3	105	90	-1	3	-3	0	-0.9	-21
CC1CCC2(CC1)NC(=O)N(CC(=O)Nc1ccc(N3CCOCC3)cc1)C2=O (centres undefined)	1	5	93	96	-5	15	6	4	2.0	-33
O=C(NCCCCC(NC(=O)c1ccc([N+](=O)[O-])cc1)C(=O)O)c1ccc([N+](=O)[O-])cc1 (centres undefined)	0	0	85	93	-1	3	-20	-1	-0.2	-8
O=C1CC(C(=O)Nc2cccc3ccccc23)C2(CCCC2)O1 (centres undefined)	2	19	89	80	-17	6	0	.	-4.1	-32
COc1cc(NC(=O)CSc2ccc3c(c2)OCCO3)cc(OC)c1OC	-3	18	91	89	-6	7	-15	1	-3.0	-8
COC(=O)C1=C(C)Nc2ncnn2C1c1ccccn1 (centres undefined)	1	2	99	103	-4	2	-18	3	-2.6	-22
Cc1c(Cl)cccc1NC(=O)CC1NCCNC1=O (centres undefined)	0	3	94	85	-14	11	-2	.	-1.1	-37
CC1CCN(CCOc2ccccc2-c2ccccc2)CC1	13	3	81	74	9	3	1	-2	-2.7	-35
COc1cc2c(cc1OC)-c1cc3ccc4c(c3c[n+]1CC2)OCO4	3	2	76	73	7	14	-22	.	1.6	-18
CCc1nc(N2CCC3(CC2)OCCO3)c2nnn(Cc3ccccc3Cl)c2n1	4	-5	61	68	12	7	-6	.	0.5	-43
COc1ccc(Cn2nnnc2CN2CCc3ccccc3C2)cc1	4	-11	90	99	-6	24	-7	-2	-3.0	-12
CCOC(=O)c1cnc(SCc2ccc(C(C)(C)C)cc2)nc1N	0	11	89	91	-7	23	3	1	1.3	-48
COc1ccc2c(c1)CC/C(=C/c1ccco1)C2=O	1	0	87	96	-5	3	.	-11	-1.6	-15
COCCn1c(-c2ccccc2Cl)nc2c(c(=O)c3ccccc3n2C)c1=O	2	2	59	60	-1	9	9	-12	-2.8	-41
Cc1cccc(Oc2cc(N)cc([N+](=O)[O-])c2)c1	1	-7	77	64	-19	10	19	-2	-1.9	-11
O=C(COC(=O)c1cc2ccccc2o1)c1ccccc1	2	0	102	114	-17	21	25	2	1.3	-4
CCOC(=O)c1c(NC(=O)CSc2nnc(Cc3csc(N)n3)n2C)sc(C)c1C	0	-1	97	89	-4	10	-27	1	-0.9	-19
CCCn1c(C)cc(=O)c2cc(NC(=O)c3cnccn3)ccc21	0	0	48	7	-11	15	.	-1	-2.1	-37
